LAP4 TOR yeast = modulators of LAP4-GFP expression in yeast, primary screen, S. cerevisiae, multiplex flow cytometry, MLPCN library; 0.34% of 320,000 active; 3 h; median GFP as percent of DMSO wells; AID 2023, 2009; GFP response vs DMSO, % at 10 µM;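 active means GFP response vs DMSO above a set limit, about the screen mean plus 3 SD, cut at about 150% in these data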
AHR act = AHR activators, primary screen, cell-based, luminescence, luciferase reporter, human; Aryl hydrocarbon receptor (Homo sapiens), P35869; AHR-responsive luciferase reporter cells; activation, % at 5 µM; 2.5% of 320,000 active; in the data active means activation above about 47%;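 further: 0% = vehicle wells and 100% = reference agonist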
ZTA counter = blocks Epstein-Barr virus ZTA, an EBNA-1 counter-screen; AID 2234; 0.15% of 320,000 active; ZTA-DNA binding, fluorescence polarization; inhibition, % at 11 µM; P03206; in the data active means inhibition above about 33%
procasp3 activ = activators of human procaspase-3 D3A mutant, primary screen, biochemical, absorbance, PC-3 D3A mutant, single concentration; Caspase-3 (Homo sapiens), P42574; recombinant procaspase-3 D3A, Ac-DEVD-pNA absorbance 405 nm; activation, % at 8.5 µM; 0.11% of 330,000 active;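 active means activation above the mean of all tested compounds plus 3 SD, cut at about 21% in these data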;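 further: 0% = DMSO alone and 100% = DMSO wells spiked with extra 5 µM PC-3 D3A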
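Technique: 405 nm absorbance of p-nitroaniline, reads at 0 and 120 min; Test system: Procaspase-3 D3A mutant; Incubation: 1 h enzyme-compound preincubation, then 2 h substrate reaction, 25 °C; Repeats: singlicate, each compound tested once; Benchmarks: low control DMSO wells, high control DMSO plus 5 µM PC-3 D3A.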
EBNA-1 inhibitor = EBNA-1 DNA-binding inhibitors, primary screen, biochemical, fluorescence polarization; inhibition, % at 14.8 µM; 0.34% of 300,000 active; in the data active means inhibition above about 28%
RPL19A-GFP yeast = RPL19A-GFP expression modulators in yeast, primary screen, cell-based, S. cerevisiae, multiplex flow cytometry, MLPCN. percent response vs DMSO, % at 10 µM. AID 2025, 2009. 0.3% of 330,000 active. S. cerevisiae RPL19A-GFP strain, 3 h; active compounds read low;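 active means percent response vs DMSO below 50%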;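 further: median channel GFP fluorescence of the barcoded RPL19A-GFP strain; ratio of sample median GFP to plate DMSO average so 100% = DMSO; lower means less RPL19A-GFP as with rapamycin TOR inhibition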
procasp7 counter = procaspase-7 activators, primary screen, counter-screen for procaspase-3 activator project, biochemical, absorbance, HTS, human. recombinant procaspase-7, Ac-DEVD-pNA absorbance 405 nm; D23A/D198A/D206A triple mutant, cannot self-cleave; scale: DMSO 0, 5 µM enzyme 100. 0.093% of 330,000 active. activation, % at 8.5 µM;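 active means percent activation above the screen-wide mean plus 3 SD, cut at about 25% in these data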
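System: Uncleavable procaspase-7 mutant enzyme; Amount: 2 µM procaspase-7 mutant as dispensed; Schedule: 1 h compound preincubation, 2 h substrate cleavage, 25 °C; Measured by: 405 nm absorbance of p-nitroaniline; Evaluation: percent activation from buffer-corrected 0–120 min absorbance change; Control set: low DMSO alone, high DMSO plus 5 µM PC-7.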
MEP2-GFP yeast = modulators of MEP2-GFP levels in yeast, primary screen, S. cerevisiae, multiplex flow cytometry, MLPCN library; 0.51% of 330,000 active; GFP response vs DMSO, % at 10 µM; S. cerevisiae MEP2-GFP strain, 3 h; 100% = DMSO control level; AID 2016, 2009;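 active means GFP response versus DMSO above a set limit, roughly screen mean plus 3 SD, cut at about 180% in these data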;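 further: median GFP fluorescence of the barcode-gated MEP2-GFP cells per well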
Active calls of the source: *; . = no result given. The order is random. Share with any hit: about 3.8%.

SMILES | LAP4 TOR yeast | AHR act | ZTA counter | procasp3 activ | EBNA-1 inhibitor | RPL19A-GFP yeast | procasp7 counter | MEP2-GFP yeast
O=C1c2cccc3c(Nc4ccccc4Cl)c([N+](=O)[O-])cc(c23)C(=O)N1CCO | 97 | 0 | -4 | -2 | 8 | 94 | -6 | 97
CCc1ccc(-c2nc(SCC(=O)N(CC)C3CCS(=O)(=O)C3)n[nH]2)cc1 (stereo not given) | 99 | 9 | -6 | 2 | 9 | 97 | -2 | 98
Cc1[nH]nc2c1C(c1cnn(C)c1)C(C#N)=C(N)O2 (stereo not given) | 111 | 0 | -6 | 4 | 12 | 100 | -4 | 100
COc1ccc(CNC(=O)CN2C(=O)C(c3ccccc3)Oc3cccnc32)cc1 (stereo not given) | 93 | 5 | -4 | 1 | -4 | 102 | 6 | 97
Cn1c(=O)n(C)c2cc(NS(=O)(=O)c3ccc4c(c3)CCCC4)ccc21 | 95 | 9 | 13 | 0 | -5 | 96 | -8 | 96
Cn1c(-c2ccccc2)cc(=O)c2ccccc21 | 101 | 3 | -6 | 1 | 3 | 98 | -2 | 101
CC(/C=C/c1ccco1)=N/NC(=O)c1ccccc1Cl | 104 | 7 | 10 | -4 | -3 | 97 | -11 | 95
CC(C)N=C(Nc1cccnc1)c1ccccc1 | 107 | 1 | 1 | 0 | 0 | 96 | 3 | 92
Brc1ccccc1OCCOCCOc1cccc2cccnc12 | 111 | 9 | -11 | 0 | -2 | 98 | -18 | 104
Cc1cc(SCC(=O)N/N=C/c2ccc(C(=O)O)cc2)nc2ccccc12 | 94 | 14 | 3 | -3 | -19 | 102 | -1 | 100
O=C(CN1CCCCCC1)N1c2ccccc2Sc2ccccc21 | 93 | -1 | -8 | -4 | -2 | 92 | -3 | 96
CSCCNCc1c(C(=O)N2CCOCC2)nc2c(C)cccn12 | 95 | -1 | -1 | 3 | 2 | 96 | 0 | 107
O=C(Nc1ccc(NS(=O)(=O)c2ccccc2)cc1)c1ccc(Cl)cc1 | 66 | 5 | -5 | 1 | 1 | 105 | -13 | 96
COC(=O)c1sccc1NC(=S)N1CCN(c2ccc(F)cc2)CC1 | 81 | 1 | 5 | -1 | -4 | 107 | 0 | 96
COc1ccc(OC)c(N=C2C(=O)Nc3ccccc32)c1 | 100 | 9 | -13 | -2 | 3 | 98 | -36 | 106
O=C(CSc1ccc(Cl)cc1)N1N=CCC1c1ccccc1 (stereo not given) | 103 | -3 | -17 | 8 | -1 | 92 | 7 | 90
CC(NC(=O)Nc1ccc(Cl)cc1)C1CCCO1 (stereo not given) | 90 | 5 | -9 | -1 | 2 | 108 | 4 | 105
Cc1ccc(S(=O)(=O)NNc2nnc(C)c(=O)[nH]2)cc1 | 104 | 2 | -7 | -5 | -20 | 97 | 2 | 104
COC(=O)C1C2C=CC3(CN(C4CCCC4)C(=O)C13)O2 (stereo not given) | 88 | 1 | 15 | 5 | -13 | 102 | 1 | 98
CN1c2ccsc2C(O)=C(C(=O)Nc2ccccc2)S1(=O)=O | 100 | 2 | 5 | 3 | 3 | 95 | -3 | 97
COc1ccc(-c2nc(CN3CCC(C(=O)N4CCOCC4)CC3)c(C)o2)cc1C | 108 | 1 | -14 | 0 | -5 | 95 | 0 | 98
O=C(CCC1CCCN(C(=O)COc2ccccc2)C1)N1CCN(c2ccccn2)CC1 (stereo not given) | 104 | 3 | 7 | 10 | 3 | 103 | -1 | 99
CCN(CC)CCOC(=O)c1cc(Cl)c(N)cc1OC | 105 | -1 | 4 | 3 | -13 | 100 | -7 | 99
CCCOc1ccccc1C(=O)NCCCC(=O)O | 110 | 3 | 0 | 4 | 0 | 106 | 4 | 108
Cc1ccc(-n2c(C)cc(C(=O)Cn3nc(C(=O)O)c4ccccc4c3=O)c2C)cc1 | 98 | 1 | -10 | 7 | -8 | 106 | 5 | 111

Only MEP2-GFP yeast, for some of the entries so far:
mol | MEP2-GFP yeast
CCc1ccc(-c2nc(SCC(=O)N(CC)C3CCS(=O)(=O)C3)n[nH]2)cc1 (stereo not given) | 98
Cc1[nH]nc2c1C(c1cnn(C)c1)C(C#N)=C(N)O2 (stereo not given) | 100
Brc1ccccc1OCCOCCOc1cccc2cccnc12 | 104
CCCOc1ccccc1C(=O)NCCCC(=O)O | 108
O=C1c2cccc3c(Nc4ccccc4Cl)c([N+](=O)[O-])cc(c23)C(=O)N1CCO | 97

The list continues:
SMILES | LAP4 TOR yeast | AHR act | ZTA counter | procasp3 activ | EBNA-1 inhibitor | RPL19A-GFP yeast | procasp7 counter | MEP2-GFP yeast
COc1ccccc1CCNC(=O)c1ccc(OC)c(OC2CCN(C(C)C)CC2)c1 | 92 | 4 | -8 | -1 | 8 | 95 | -6 | 89
Cc1ccc(C)c(S(=O)(=O)N/N=C/c2ccc(N3CCOCC3)cc2)c1 | 100 | 2 | 3 | 13 | -7 | 106 | 0 | 107
Cc1n(N)c2ccccc2[n+]1CC(=O)c1ccccc1 | 84 | 3 | 8 | 8 | -7 | 91 | 0 | 101
CC(=O)N1CCC(C(=O)Nc2ccc(S(=O)(=O)NCCc3ccccc3)cc2)CC1 | 93 | 0 | -7 | 6 | 7 | 103 | 8 | 104
CSC1=NCCN1C(=O)c1ccc2c(c1)OCO2 | 103 | 8 | -11 | 10 | -5 | 100 | -13 | 106
c1ccc(SCc2cn3cccnc3n2)nc1 | 82 | 3 | -3 | 0 | 2 | 85 | -3 | 70
CN(C)S(=O)(=O)c1ccc(N2CCOCC2)c(C(=O)O)c1 | 107 | 5 | 2 | -5 | 1 | 104 | 10 | 102
Cc1nc(SCC(=O)NC2CCCCC2C)c(C#N)c(C)c1C (stereo not given) | 105 | -2 | 2 | 11 | . | 99 | 4 | 105
O=C(CSc1nnnn1-c1ccccc1)Nc1ncc(Cc2cccc(Cl)c2Cl)s1 | 83 | 1 | -1 | -7 | -6 | 100 | -2 | 94
Cc1cc(/C=C2/NC(=O)NC2=O)c(C)n1C | 93 | 12 | 4 | -2 | -18 | 105 | -10 | 102
O=C(NC12CC3CC(CC(C3)C1)C2)c1ccc([N+](=O)[O-])o1 | 115 | -2 | 14 | 5 | 4 | 95 | 9 | 105
COc1ccc(-c2csc(/C(C#N)=C\c3cccc([N+](=O)[O-])c3)n2)cc1 | 98 | 9 | -6 | -3 | -13 | 100 | -1 | 103
Cc1cc(C(=S)N2CCOCC2)c(C)n1-c1ccc(Cl)cc1 | 106 | 13 | -6 | -26 | -2 | 103 | -28 | 86
O=C(N[C@H]1C/C=C\C[C@@H](CC(=O)N(CCO)Cc2ccccc2)C(=O)N[C@H](Cc2c[nH]c3ccccc23)COC1=O)OCC1c2ccccc2-c2ccccc21 | 94 | 3 | . | 2 | . | 96 | 5 | 97
C[C@H](CO)N1C[C@H](C)[C@@H](CN(C)Cc2ccc(C(=O)O)cc2)Oc2ccc(NC(=O)Cn3cnnn3)cc2C1=O | 94 | -1 | . | -2 | . | 93 | -2 | 96
COc1ccc(S(=O)(=O)N2CCOCC2)cc1NC(=O)COc1ncnc2ccccc12 | 76 | -2 | 14 | -2 | 14 | 100 | -1 | 95
CN(c1ccc(F)cc1)S(=O)(=O)c1ccc(Cl)c(C(=O)Nc2ccncc2)c1 | 102 | 2 | 1 | 11 | -2 | 95 | 9 | 92
O=C(Nc1ncc2c(n1)-c1ccccc1CC2)C1CC1 | 102 | 76* | 0 | -3 | 5 | 94 | -9 | 94
COc1ccc(N(CC(=O)NC(C)(C)C)C(=O)CCC(=O)Nc2nccs2)cc1 | 80 | 0 | -8 | 9 | -5 | 96 | 3 | 87
CCN(CC)S(=O)(=O)c1ccc(NC2c3ccccc3C(=O)N2Cc2ccco2)cc1 (stereo not given) | 112 | 0 | 4 | -3 | 5 | 96 | 7 | 93
O=C(Cn1nc(C(F)(F)F)c2c1CCC2)NC1CCCCC1 | 99 | -1 | 3 | 6 | -9 | 98 | 0 | 118
COC(=O)C1CCN(C(=O)Cc2ccc(C)cc2)CC1 | 102 | -1 | 6 | 3 | 3 | 103 | 2 | 109
O=C(Oc1oc(-c2ccco2)nc1C=Nc1ccccc1)c1ccoc1 | 217* | -4 | 4 | -8 | -10 | 91 | -2 | 87
COc1cccc(OC(=O)c2cc3ccccc3oc2=O)c1 | 100 | 3 | -7 | 3 | -7 | 102 | 1 | 107
O=C(NN1CC(=O)N(c2cc(Cl)cc(Cl)c2)CC1=O)c1cccs1 | 111 | 2 | 3 | 3 | -2 | 100 | 5 | 97

One compound at a time, from the list above:
Record of `O=C(NN1CC(=O)N(c2cc(Cl)cc(Cl)c2)CC1=O)c1cccs1` = LAP4 TOR yeast = 111; AHR act = 2; ZTA counter = 3; procasp3 activ = 3; EBNA-1 inhibitor = -2; RPL19A-GFP yeast = 100; procasp7 counter = 5; MEP2-GFP yeast = 97
Record of `CSC1=NCCN1C(=O)c1ccc2c(c1)OCO2` = LAP4 TOR yeast = 103; AHR act = 8; ZTA counter = -11; procasp3 activ = 10; EBNA-1 inhibitor = -5; RPL19A-GFP yeast = 100; procasp7 counter = -13; MEP2-GFP yeast = 106

The list continues.
SMILES | LAP4 TOR yeast | AHR act | ZTA counter | procasp3 activ | EBNA-1 inhibitor | RPL19A-GFP yeast | procasp7 counter | MEP2-GFP yeast
COc1cc(NC(=S)NC(=O)c2c(OC)cccc2OC)ccc1NC(=O)c1cccs1 | 99 | 13 | 8 | -4 | 11 | 100 | -5 | 99
CCOc1ccc2nc(SCC(=O)NCc3ccc(S(N)(=O)=O)cc3)[nH]c2c1 | 98 | 6 | 5 | 1 | 0 | 104 | 3 | 103
COc1ccc(C(=O)c2ccsc2N)cc1 | 100 | 9 | -5 | -13 | -3 | 107 | -9 | 113
CS(=O)(=O)Nc1ccc(C2=NN(S(C)(=O)=O)C(c3ccc4nccnc4c3)C2)cc1 (stereo not given) | 95 | 5 | 15 | 4 | -2 | 98 | -6 | 104
CCOc1ccccc1NC(=O)c1ccc(C(=O)Nc2ccccc2OCC)nc1 | 100 | 72* | -1 | 8 | 2 | 100 | 1 | 109
CCOCc1nnc(NC(C)=O)s1 | 95 | 1 | 5 | 11 | -1 | 99 | -9 | 105
Cc1[nH]c2ccccc2c1C(=O)CSc1nccc(=O)[nH]1 | 96 | 21 | -13 | 3 | 4 | 98 | -6 | 94
O=C(NCc1ccccc1)C1CCCN(C(=O)Nc2ccccc2)C1 (stereo not given) | 101 | 1 | 0 | 9 | -8 | 100 | 12 | 100
COc1ccc(-c2cn3ccccc3n2)cc1OC | 104 | 61* | -5 | 4 | -5 | 103 | 12 | 102
CC(Oc1cccnc1[N+](=O)[O-])C(=O)Nc1cccc(Cl)c1 (stereo not given) | 89 | 0 | 0 | 1 | . | 88 | 5 | 90
CCOC(=O)c1c(-c2ccc(Cl)cc2)c(C#N)c(=O)n(N)c1N | 98 | -2 | 10 | -3 | 12 | 108 | 15 | 112
C/C(=N\NC(=O)C1CC1)c1ccc(OC(F)F)cc1 | 100 | 23 | -11 | 3 | 3 | 102 | 6 | 103
CC1CCCCN1Cc1c(O)ccc2c(=O)c(-c3ccccc3)coc12 (stereo not given) | 103 | 1 | -8 | 0 | -18 | 102 | 4 | 95
CC1CCCC(NC(=O)CCn2c(=S)oc3ccccc32)C1C (stereo not given) | 100 | 1 | -12 | -1 | -2 | 103 | -3 | 106
CCOC(=O)c1c(C)nc2ccc(Cl)cc2c1-c1ccccc1 | 87 | 13 | -4 | -4 | -3 | 99 | 7 | 98
